# USP2a block – blocks human ubiquitin-specific protease USP2a; O75604; USP2 core, Ub-CHOP2 coupled fluorogenic reporter, 485/531; Potency, µM (titrated, usually from 38.3 µM), for the others: top-dose activity change, negative = inhibition, most hits filed as inhibitors; 330,000 tested, 0.01% active;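 note: potency is the fitted concentration of half-maximal effect; plate controls were DMSO wells for no effect and full inhibition by NEM control for full effect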
#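 Deubiquitinase activity read as fluorescence (485/531 nm) after Ub-CHOP2 cleavage activates the enterokinase reporter on its substrate; USP2 core 10nM, Ub-CHOP2 and substrate 25nM each, 30min compound preincubation then 60min RT; data normalized to NEM, curves fitted.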
# ELG1 genotox – genotoxicity induction in ELG1-luciferase HEK293T cells; HEK293T ELG1-luciferase reporter, luminescence, 16 h; Potency, µM (titrated, usually from 46 µM), for the others: at the highest dose activity change, positive = activation, hits mostly activators; 330,000 tested, 1.3% active; note: potency is the fitted concentration of half-maximal effect; % of control where 0% means no effect; nearly all actives have a fitted effect of over 60% in size
#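 Screening used a luciferase reporter fused to human ELG1 in HEK293T cells. Luminescence was read on a CCD plate imager after 16 hr exposure and 30 min ONE-Glo incubation.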
# uPA generation – cell surface uPA generation inhibition; Potency, µM (top dose mostly 38.3 µM), without a hit: top-dose activity change, negative = inhibition, usual class: inhibitors; cell surface uPA generation assay, qHTS; 330,000 tested, 0.31% active; active = well fitted inhibition curve with a large enough effect; inconclusive = small, poorly fitted or top-dose-only effect; inactive = no such curve, though single readings can be large or run the other way; tested in mouse RAW 264.7 cells; note: potency is the fitted concentration of half-maximal effect; % is set by controls: 0 for no effect and ±100 for the full control effect; nearly all actives have a fitted effect of over 55% in size
# p53 reactivator – re-activators of mutant p53; Potency, µM (titrated, usually from 92.2 µM), without a hit: at the top dose activity change, positive = activation, hits mostly activators; AID 504706; 320,000 tested, 0.063% active; H1299 p53-A138V BP100-luciferase reporter, luminescence, 24 h; note: potency is the fitted concentration of half-maximal effect; % of control where 0% means no effect; nearly all actives have a fitted effect of over 45% in size
#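 H1299 (p53-null), stable ts p53-A138V + BP100-Luc; 1000 cells/well, Opti-MEM/10% FBS; cpd 4 pt, 1:5; 24 h, 37 deg C, 5% CO2; detection reagent 10 min RT; luminescence.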
# Integrin act MD – activates integrin-mediated alleviation for muscular dystrophy; Potency, µM (series often up to 38.3 µM), for the others: at the top dose activation, hits mostly activators; 350,000 tested, 0.064% active; alpha7betagal myoblasts, beta-gal FDG fluorescence, 48 h;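 note: potency is the fitted concentration of half-maximal effect; 100% = response of the positive control SU9516; nearly all actives have a fitted effect of over 60% in size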
#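 alpha7betagal+/- myoblasts (passage 13, 250/well) treated 48 h at 37C with compounds at 1:260 dilution of DMSO stock. Lysed, then beta-galactosidase activity read as FDG fluorescence (ex 480/em 540) after 30 min, with pre-read for autofluorescence.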
# B2AR arrestin – agonists driving beta-arrestin recruitment to human beta2-adrenergic receptor; 330,000 tested, 0.02% active; P07550; AID 492947; beta-arrestin recruitment to beta2AR, cell-based reporter; Potency, µM (series often up to 46.1 µM), for inactives: at the highest dose activation, most hits filed as activators;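 note: potency is the fitted concentration of half-maximal effect; 0% = DMSO controls and full agonism = EC100 isoproterenol or metaproterenol; nearly all actives have a fitted effect of over 65% in size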
# TRPV1 agonist – activates the human vanilloid receptor TRPV1 | activation, % at 8.33 µM | TRPV1-expressing cells, Fluo-8 calcium influx, agonist mode | Q8NER1 | 320,000 tested, 0.19% active | AID 540275; in the data active = activation above about 80%; inconclusive = between about 30% and that limit; note: 0% is about no effect
#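 Cells expressing TRPV1 were dye-loaded with Fluo-8 and read kinetically: 10 s baseline, 3 min after compound (agonist portion), then 2 min after EC20 capsaicin (allosteric enhancer portion). Calcium-bound dye fluorescence at 480/520 nm.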
# Eya2 inh – inhibitors of human Eya2 phosphatase activity. O00167. recombinant Eya2, OMFP fluorescence dephosphorylation (OMFP is methylfluorescein phosphate). Potency, µM (doses to about 76.9 µM), for the others: at the highest dose activity, negative = inhibition, usual class: inhibitors. 330,000 tested, 0.006% active. AID 488837; note: potency is the fitted concentration of half-maximal effect; % is set by controls: 0 for no effect and ±100 for the full control effect
# Target sequence (O00167 whole entry, looked up): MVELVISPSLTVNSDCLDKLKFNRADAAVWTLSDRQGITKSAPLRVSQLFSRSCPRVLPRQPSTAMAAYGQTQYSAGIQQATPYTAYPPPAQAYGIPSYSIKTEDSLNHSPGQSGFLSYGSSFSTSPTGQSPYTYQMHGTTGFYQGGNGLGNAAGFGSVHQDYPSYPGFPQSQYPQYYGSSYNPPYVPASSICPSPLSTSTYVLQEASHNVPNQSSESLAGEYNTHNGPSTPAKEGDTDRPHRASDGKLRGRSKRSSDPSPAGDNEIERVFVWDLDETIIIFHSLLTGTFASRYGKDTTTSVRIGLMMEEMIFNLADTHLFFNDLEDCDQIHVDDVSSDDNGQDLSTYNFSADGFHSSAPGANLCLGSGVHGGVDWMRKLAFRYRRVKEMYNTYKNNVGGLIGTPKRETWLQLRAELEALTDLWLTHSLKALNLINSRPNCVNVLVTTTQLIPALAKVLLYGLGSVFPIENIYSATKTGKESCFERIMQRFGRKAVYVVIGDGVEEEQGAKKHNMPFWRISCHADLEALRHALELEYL
#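 Eya2 (0.2 uM) preincubated 10 min at ambient with compound, then OMFP substrate added at 50 uM; 10 min reaction in 50 mM HEPES pH 7.5, 50 mM NaCl, 5 uM MgCl2, 0.05% BSA, 1 mM DTT. Fluorescence read at Ex 485/Em 525 nm.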
# TSG101-PTAP inh – blocks PTAP/TSG101 interaction to inhibit HIV-1 budding; Q99816; Fluorescence polarization, FITC-PTAP peptide / Tsg101 binding; Potency, µM (series often up to 115 µM), without a hit: at the highest dose activity change, negative = inhibition, hits mostly inhibitors; 340,000 tested, under 10 active; AID 493005; active = well fitted inhibition curve with a large enough effect in the main read-out, with a control signal flat, not every such curve was filed as active; inconclusive = small, poorly fitted or top-dose-only effect, or effect the other way, or a change in a side signal; inactive = no such curve, though single readings can be large or run the other way; note: potency is the fitted concentration of half-maximal effect; % of control where 0% means no effect
#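 Compounds were pin-transferred onto Tsg101 binding domain (10 uM final) in HEPES pH 7.5 buffer, then FITC-PTAP peptide was added at 50 nM final. After 20 min at RT, polarization reported peptide displacement across a qHTS concentration series.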
# ASM inhibitor – human S-ASM enzyme inhibition; placental ASM, HMU-PC fluorogenic substrate, 60 min; AID 504937; 340,000 tested, 0.006% active; P17405; Potency, µM (series often up to 57.5 µM), for the others: at the highest dose activity change, negative = inhibition, usual class: inhibitors; note: potency is the fitted concentration of half-maximal effect
# Target sequence (P17405 47-631 limits assumed): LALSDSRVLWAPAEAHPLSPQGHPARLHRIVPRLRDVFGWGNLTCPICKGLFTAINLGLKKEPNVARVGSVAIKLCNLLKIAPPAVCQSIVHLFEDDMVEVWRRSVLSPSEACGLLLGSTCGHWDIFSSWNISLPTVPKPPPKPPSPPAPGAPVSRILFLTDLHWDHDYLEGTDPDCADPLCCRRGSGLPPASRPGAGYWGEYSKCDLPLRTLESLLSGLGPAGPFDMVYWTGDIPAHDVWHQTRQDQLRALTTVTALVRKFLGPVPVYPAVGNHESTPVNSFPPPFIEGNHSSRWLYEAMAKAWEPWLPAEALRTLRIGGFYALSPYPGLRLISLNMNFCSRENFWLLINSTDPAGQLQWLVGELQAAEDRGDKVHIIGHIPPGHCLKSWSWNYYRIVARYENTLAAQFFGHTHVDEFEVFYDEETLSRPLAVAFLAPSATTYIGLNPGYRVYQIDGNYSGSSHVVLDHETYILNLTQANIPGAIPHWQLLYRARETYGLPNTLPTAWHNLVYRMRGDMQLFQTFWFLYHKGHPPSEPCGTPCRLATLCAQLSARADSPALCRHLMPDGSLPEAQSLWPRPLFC
#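 Fluorescence read-out (Ex 386 nm, Em 447 nm) after stopping the reaction at pH 10. Enzyme: ASM from human placenta; substrate HMU-PC0, 9 uM final; 60 min, 37 °C. Compound preincubation 10 min, ambient temperature.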
# BRCA1 expr up – BRCA1 expression activation; MCF7-BRCA1-FFLuc reporter, luminescence, 48 h; response scale: scaled: vehicle 0%, 10 µM genistein 100%; Potency, µM (titrated, usually from 46.1 µM), for inactives: top-dose activation, actives largely listed as activators; 380,000 tested, 1.1% active; AID 624202; note: potency is the fitted concentration of half-maximal effect; nearly all actives have a fitted effect of over 80% in size; some results filed as inactive show a strong effect at the top dose
#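 Using MCF7 cells harboring a BRCA1 firefly luciferase reporter, plated 2 h before compound pinning, the screen measured luminescence after 48 h incubation. Responses were normalized to DMSO and 10 microM genistein, then fitted for concentration-effect.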
# Starred values were filed as active, the others as inactive; ? = inconclusive; . = not tested or not shown; [ ] = another dose, or the depositor's remark. Unless noted, calls come from the whole dose curve; as a rule, active = well fitted curve in the direction sought with a large enough effect; inconclusive = small, poorly fitted or top-dose-only effect, or another doubt; inactive = no such curve, though single readings can be large; an effect the other way counts as inactive or inconclusive.
(1) CC(=O)c1ccc(NC(=O)C2CCCN(S(=O)(=O)c3c(C)[nH]c(=O)[nH]c3=O)C2)cc1 (stereo not drawn)
(2) O=C(CCCc1ccccc1)N1CCN(c2ccc([N+](=O)[O-])cc2)CC1
(3) Cc1ccc(S(=O)(=O)N2C[C@@H]3[C@H]4CC[C@H](C4)[C@@H]3[C@@H](C)[C@@H]2c2ccn([Si](C(C)C)(C(C)C)C(C)C)c2)cc1
(4) CC(=O)OCC(=O)NCC(=O)c1c[nH]c2ccccc12
(5) Nn1c(SCC(=O)NC(=O)Nc2ccc3c(c2)OCCO3)nnc1C1CC1
(6) Cc1cc(OCCCN2CCN(Cc3ccccc3)CC2)ccc1[N+](=O)[O-]
(7) O=C(c1cccc(Cl)c1)N1CCCC(c2ccc(Cl)cc2)=N1
(8) COc1ccc(C(=O)c2c[nH]cc2-c2ccccc2)cc1

assay / entry,1,2,3,4,5,6,7,8
USP2a block,1%,0%,0%,1%,-2%,0%,-12%,2%
ELG1 genotox,0%,-1%,10%,3%,14%,-10%,0%,2%
uPA generation,3%,-8%,13%,1%,1%,-7%,4%,2%
p53 reactivator,1%,8%,11%,0%,19%,-1%,-7%,-12%
Integrin act MD,-10%,-30%,2%,25%,20%,-1%,-18%,9%
B2AR arrestin,0.3%,0.3%,-0.4%,8.6%,0.1%,0.3%,-0.3%,-0.2%
TRPV1 agonist,1,28,.,-2,-1,1,-2,16
Eya2 inh,6%,-9%,0%,5%,-9%,-10%,-1%,4%
TSG101-PTAP inh,-3%,-1%,0%,2%,-6%,-2%,-3%,-4%
ASM inhibitor,-1%,-15%,-3%,-2%,3%,-2%,-17%,0%
BRCA1 expr up,4%,-17%,4%,-4%,52%,-5%,-15%,5%

(9) CCOC(=O)C1CCCN(CCC(=O)Nc2cccc(F)c2)C1 (stereo not drawn)
(10) O=C(c1ccc2c(=O)n3c(nc2c1)CCCCC3)N1CCN(c2ccccc2F)CC1
(11) CCOc1cc(N2CCOCC2)c(OCC)cc1NC(=O)COC(=O)c1ccccc1C
(12) COc1ccc(S(=O)(=O)N2CCN(C(=O)c3cc(C)oc3C)CC2)cc1
(13) O=C(CN1CCN(S(=O)(=O)c2ccc(F)cc2)CC1)Nc1ccc(Cl)cn1
(14) Cc1ccc(NN2C(=O)C=C(c3ccc(Cl)cc3)C2=O)cc1
(15) CCOc1ccccc1OCCCCOc1ccccc1F
(16) CCOc1ccccc1NC(=O)CN(C)S(=O)(=O)c1ccc2[nH]c(=O)oc2c1

assay / entry,9,10,11,12,13,14,15,16
USP2a block,-2%,-1%,0%,-1%,5%,-2%,1%,2%
ELG1 genotox,1%,-2%,-5%,-5%,-3%,15%,0%,1%
uPA generation,-1%,11%,4%,-8%,14%,-11%,7%,8%
p53 reactivator,0%,5%,-2%,6%,-13%,-10%,4%,1%
Integrin act MD,2%,22%,-15%,2%,9%,0%,9%,5%
B2AR arrestin,0.2%,-0.3%,-0.6%,0.1%,0.5%,0.2%,-0.3%,0.3%
TRPV1 agonist,1,6,0,11,2,11,-1,4
Eya2 inh,-2%,-5%,5%,-1%,2%,-4%,0%,-7%
TSG101-PTAP inh,-5%,-10%,0%,-4%,-1%,-4%,1%,-3%
ASM inhibitor,3%,-4%,-2%,-1%,-1%,-2%,4%,4%
BRCA1 expr up,-8%,9%,-36%,4%,0%,-96%[inhibitor],5%,0%

(17) CC(C)C(c1nnnn1C1CCCCC1)N1CCCc2ccccc21 (stereo not drawn)
(18) COc1ccccc1C(=O)COC(=O)CNS(=O)(=O)c1ccc(C)c(C)c1
(19) Cn1cnc(S(=O)(=O)NCc2ccccc2)c1
(20) Cc1sc2nc(N3CCOCC3)[nH]c(=O)c2c1-c1ccccc1
(21) Cc1ccc(S(=O)(=O)N(C)C)cc1NC(=S)NNC(=O)C(N)=O
(22) Cc1cccc(N=C2NC(=O)/C(=C/c3cccn3C)S2)c1
(23) COC(=O)c1sc(N2C(=O)C(=O)/C(=C(/O)c3ccccc3)C2c2ccco2)nc1C (stereo not drawn)
(24) O=C(O)/C=C1\CCCc2ccccc2C1O (stereo not drawn)

assay / entry,17,18,19,20,21,22,23,24
USP2a block,1%,-1%,3%,4%,4%,0%,1%,1%
ELG1 genotox,4%,-6%,-1%,2%,1%,16%,1%,-2%
uPA generation,7%,0%,0%,-2%,-1%,?,2%,1%
p53 reactivator,-1%,1%,-6%,12%,0%,4%,-16%,1%
Integrin act MD,20%,-4%,1%,1%,10%,14%,-11%,.
B2AR arrestin,0.4%,-0.4%,-0.5%,-0.6%,0.2%,2.9%,-0.5%,-1.0%
TRPV1 agonist,-1,2,-3,10,0,?,1,2
Eya2 inh,0%,16%,-22%,0%,11%,13%,12%,-4%
TSG101-PTAP inh,-6%,-2%,2%,-2%,0%,-3%,-5%,-1%
ASM inhibitor,-2%,-4%,2%,-1%,2%,-10%,3%,2%
BRCA1 expr up,-17%,19%,-3%,-10%,2%,-25%,-12%,-24%

# Compound profiles, as listed above. Values in the order: USP2a block, ELG1 genotox, uPA generation, p53 reactivator, Integrin act MD, B2AR arrestin, TRPV1 agonist, Eya2 inh, TSG101-PTAP inh, ASM inhibitor, BRCA1 expr up
# O=C(O)/C=C1\CCCc2ccccc2C1O (stereo not drawn) across the screens: 1%, -2%, 1%, 1%, ., -1.0%, 2, -4%, -1%, 2%, -24%
# CC(C)C(c1nnnn1C1CCCCC1)N1CCCc2ccccc21 (stereo not drawn) across the screens: 1%, 4%, 7%, -1%, 20%, 0.4%, -1, 0%, -6%, -2%, -17%

# The results go on.
# Values in the order – USP2a block, ELG1 genotox, uPA generation, p53 reactivator, Integrin act MD, B2AR arrestin, TRPV1 agonist, Eya2 inh, TSG101-PTAP inh, ASM inhibitor, BRCA1 expr up
[25] CC(=O)c1ccc(NC(=O)c2ccc(COc3ccccc3[N+](=O)[O-])o2)cc1
→ 2%, 1%, -1%, -16%, -1%, -1.6%, 3, 3%, 0%, -5%, -15%
[26] O=C(/C=C\c1ccccc1[N+](=O)[O-])Nc1ccccc1
→ 2%, ?, -9%, 28%, -18%, -0.4%, ?, -6%, 4%, -4%, 66%
[27] CSc1ccccc1NC(=O)Cn1c([N+](=O)[O-])cnc1C
→ 0%, -1%, 3%, 0%, 10%, -0.5%, 2, 2%, -9%, 0%, -7%
[28] Cc1ccc(S(=O)(=O)N2CCOCC2)cc1NC(=O)Cn1ccsc1=N
→ 3%, 1%, 1%, 6%, -54%[inhibitor], -0.4%, 0, 10%, 0%, 0%, 1%
[29] O=C(CN1CCN(c2ccccc2F)CC1)Nc1ccccc1F
→ -1%, -1%, 5%, 5%, -6%, -0.2%, 23, 8%, -2%, 2%, 38%
[30] COc1cc(OC)cc(-c2nnc(Sc3ccc(C=O)cc3[N+](=O)[O-])o2)c1
→ 1%, 0%, ., -26%, ., -0.3%, 4, 11%, ., ., .
[31] Cc1ccccc1Nc1nc2ccccc2s1
→ 0%, ?, ?, ?, -3%, -1.6%, 7, 1%, 0%, -3%, 3.5µM*
[32] CC(Oc1ccc(C#N)cc1)C(=O)Nc1ccc(-n2cnnn2)cc1 (stereo not drawn)
→ 0%, 1%, 2%, -3%, 2%, 0.0%, ?, -7%, -2%, 1%, -6%
[33] COC(=O)c1cc(OC)c(OC)cc1NC(=O)CSc1ccc(C)cc1
→ 4%, -8%, ., 1%, -4%, 7.0%, 7, 5%, -1%, -13%, -43%
[34] CC(NC(=O)c1ccc2c(=O)n3c(nc2c1)CCC3)c1ccc(S(N)(=O)=O)cc1 (stereo not drawn)
→ 2%, 0%, 1%, 1%, 9%, 0.1%, 2, -29%, -2%, 12%, -2%
[35] O=C1c2ccccc2C2NC(=O)C3(CCCCC3)N12 (stereo not drawn)
→ -1%, 1%, 3%, -6%, 10%, -1.0%, 4, 10%, -3%, -2%, 5%
[36] Cc1c(C)n(CC(O)CNCCO)c2ccccc12 (stereo not drawn)
→ -2%, -4%, 14%, -4%, 18%, 0.1%, -1, -8%, -3%, 2%, -3%
[37] Cc1nc(NC(=O)CSc2nc(N)cc(N)n2)sc1C
→ 0%, 2%, -2%, -4%, -8%, 3.7%, -1, 0%, -2%, 1%, -3%
[38] C=CCSC1=C(C#N)C(c2ccc(OCC)cc2)CC(=O)N1 (stereo not drawn)
→ 3%, -5%, -14%, -3%, 0%, 0.1%, -1, -6%, 1%, -2%, 4%
[39] Cc1cc(C)c(S(=O)(=O)NCC(c2ccc3c(c2)OCO3)N2CCOCC2)c(C)c1 (stereo not drawn)
→ -1%, 1%, 1%, -2%, 24%, -0.4%, 10, -5%, -1%, 4%, 0%

# Source: PubChem BioAssay
